Assay outcomes as filed in PubChem BioAssay.
NTR1 agonist: NTR1-driven beta-arrestin-GFP spot formation – imaging, U2OS cells, high content, primary screen (AID 493036); agonist mode; 330,000 tested, 0.17% active; activation, % at 20 µM; P30989;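 active = activation at or above 40% of the spot to cytoplasm intensity ratio, with at least 20 cells analyzed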;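 also: 0% = DMSO without peptide and 100% = 100 nM NTR1 peptide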
Target sequence (P30989 whole entry, looked up): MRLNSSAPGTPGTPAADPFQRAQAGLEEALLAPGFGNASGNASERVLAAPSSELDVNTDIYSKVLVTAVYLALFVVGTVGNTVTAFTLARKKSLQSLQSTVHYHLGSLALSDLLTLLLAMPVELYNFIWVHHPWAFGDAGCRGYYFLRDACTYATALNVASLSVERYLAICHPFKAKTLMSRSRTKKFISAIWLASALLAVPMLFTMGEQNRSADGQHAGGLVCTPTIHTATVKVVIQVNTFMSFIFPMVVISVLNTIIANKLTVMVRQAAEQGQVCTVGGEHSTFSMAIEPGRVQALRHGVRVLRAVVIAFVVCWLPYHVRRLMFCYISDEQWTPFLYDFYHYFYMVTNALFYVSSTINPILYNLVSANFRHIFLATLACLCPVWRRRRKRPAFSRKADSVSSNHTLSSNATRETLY
T cell HTS: T cell immune modulation candidate | 2C CD8+ T cell-vesicle binding, flow cytometry; stronger effect = lower value | calls only at 7 µM | 330,000 tested, 0.068% active | AID 2052;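 active = response, share of CD8 T cells binding vesicles, and their 90th percentile fluorescence all below set limits, cut at about 80% in these data, passing the limit was not always enough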
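Read-out – percent CD8+ FL2 mean versus row control · System – murine 2C transgenic CD8+ T lymphocytes · Times – 1.5 h cell–vesicle binding at 37 °C, then 20 min icy labelling · Control set – naked vesicles low, QL9 vesicles with vehicle high · Detection – cytometric PE anti-B7-1 and Alexa647 anti-CD8 signals after 1% paraformaldehyde fixation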
MgcRacGAP inhibition: MgcRacGAP GTPase-activating activity inhibitors, confirmation, biochemical, ADP Hunter fluorescence; one-dose inhibition, % at 30 µM; IC50 in µM for titrated hits; 340,000 tested, 0.6% active; MgcRacGAP-stimulated Rac1 GTP hydrolysis, ADP Hunter fluorescence; higher % means a stronger effect; GST-tagged Rac1 F28L mutant substrate;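 active = first-screen hits whose inhibition reached a set limit at any dose in the follow-up dose series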;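 also: fluorescence reports GDP produced by GAP-driven GTP hydrolysis; strong numbers were not always called active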
T cell HTS vesicle-bound %: also measured in T cell HTS; calls as there; double positive events, %; measured here: CD8+ vesicle-bound cell fraction;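 binding gate set so that unloaded-vesicle control wells show 10% double positive cells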
NTR1 agonist cell count 20 µM: second read-out of NTR1 agonist, no call of its own (marks repeat the call); cell count; measured here: cell count, cytotoxicity flag
* marks the source's active call; other numbers are inactive results; i = inactive. These rows are one share of the data (hit frequency here may not be typical).

item | structure | NTR1 agonist | NTR1 agonist cell count 20 µM | T cell HTS
1 | COc1ccc(NC(=O)N(C)C[C@H]2Oc3c(NC(=O)Nc4c(C)noc4C)cccc3C(=O)N([C@H](C)CO)C[C@@H]2C)cc1 | -0.5 | 56 | i
2 | COc1cccc(CNC(=O)COC(=O)c2cccc(S(=O)(=O)N3CCN(C(C)=O)CC3)c2)c1 | 3.4 | 52 | i
3 | CCOc1cc(NC(=O)c2ccco2)c(OCC)cc1NC(=O)COc1ccccc1C | 3.4 | 77 | i
4 | Cc1noc(C)c1NC(=O)N(C)C[C@H]1Oc2ccc(NC(=O)CCN3CCOCC3)cc2C(=O)N([C@H](C)CO)C[C@@H]1C | -0.7 | 57 | i
5 | CCOc1ccc(OCc2ccc(C(=O)NN=Cc3ccc[nH]3)cc2)cc1 | 0.4 | 58 | i
6 | Cc1nn(CC(=O)OCC(=O)c2ccccc2)c(C)c1[N+](=O)[O-] | 0.0 | 54 | i

item | T cell HTS vesicle-bound % | MgcRacGAP inhibition
1 | 12 | 2%
2 | 29 | 3%
3 | 40 | 2%
4 | 3 | 6%
5 | 33 | 2%
6 | 52 | -8%

Single records (already shown). Order of values: NTR1 agonist, NTR1 agonist cell count 20 µM, T cell HTS, T cell HTS vesicle-bound %, MgcRacGAP inhibition
Cc1nn(CC(=O)OCC(=O)c2ccccc2)c(C)c1[N+](=O)[O-] is listed with 0.0, 54, i, 52, -8%
CCOc1ccc(OCc2ccc(C(=O)NN=Cc3ccc[nH]3)cc2)cc1 is listed with 0.4, 58, i, 33, 2%

Some entries already given, showing only T cell HTS vesicle-bound % and NTR1 agonist:
no.	mol	T cell HTS vesicle-bound %	NTR1 agonist
3	CCOc1cc(NC(=O)c2ccco2)c(OCC)cc1NC(=O)COc1ccccc1C	40	3.4
1	COc1ccc(NC(=O)N(C)C[C@H]2Oc3c(NC(=O)Nc4c(C)noc4C)cccc3C(=O)N([C@H](C)CO)C[C@@H]2C)cc1	12	-0.5
4	Cc1noc(C)c1NC(=O)N(C)C[C@H]1Oc2ccc(NC(=O)CCN3CCOCC3)cc2C(=O)N([C@H](C)CO)C[C@@H]1C	3	-0.7
